sdo1 growth: restores growth of sdo1-depleted yeast; S. cerevisiae sdo1-depleted JHY4D growth rescue, OD600 30 h; stronger effect = higher value; pdr5 snq2 efflux-pump mutant strain; z-score at 10 µM; hit rate 0.21% among 140,000;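 active = z-score above 3 at both the 24 hr and the 30 hr optical density reads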;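 also: z-score against mean and SD of all compound wells on the same plate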
Insulin prom inh: TRM-6 insulin promoter activity inhibition. inhibition, % at 2 µM. AID 1273. TRM-6 cells (human fetal islet line), insulin promoter-eGFP reporter, imaging; reporter expression induced with tamoxifen. hit rate 0.9% among 130,000;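 active = inhibition above the mean plus 3 SD, with well images judged a real hit on visual review, cut at about 60% in these data, passing the limit was not always enough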
sdo1 growth Rescue 24 h: recorded beside sdo1 growth, whose call it bears; z-score; S. cerevisiae sdo1-depleted JHY4D growth rescue, OD600; measured here: growth rescue at 24 h;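 0 is the plate mean of compound wells and units are plate SD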
* = called active by the depositor; & = joins results of further samples.

What do the screens show for `N=C1/C(=C\c2ccc(-c3cc(Cl)cc(Cl)c3)o2)C(=O)N=C2SC=C(c3ccccc3)N12`?
sdo1 growth: -1.46; sdo1 growth Rescue 24 h: -1.25

Results for COc1ccc(/C=C/C(=O)Nc2nonc2NC(C)=O)cc1 ?
sdo1 growth: 1.21; sdo1 growth Rescue 24 h: 1.76

How did Cc1cc2ccccc2cc1CN1CCOCC1 do in these assays?
sdo1 growth: 0.93; Insulin prom inh: -90.9; sdo1 growth Rescue 24 h: 0.58

What do the screens show for `O=C1CCCN1CC(O)CS(=O)(=O)c1ccccc1` (stereo not given)?
sdo1 growth: 0.63; Insulin prom inh: 2.0; sdo1 growth Rescue 24 h: 0.48

What do the screens show for `O=C1CSC(c2ccccn2)N1c1ccc2ccccc2c1` (stereo not given)?
sdo1 growth: 0.05&-0.84; Insulin prom inh: -12.8; sdo1 growth Rescue 24 h: 0&-0.64

What do the screens show for `CCC(C)NC(=O)c1ccc2c(SCC(=O)O)c3c(nc2c1)CCCC3` (stereo not given)?
sdo1 growth: 0.22; Insulin prom inh: 27.8; sdo1 growth Rescue 24 h: -0.67

How did O=C(c1ccco1)N1CCN(Cc2nc3ccc([N+](=O)[O-])cc3c(=O)n2-c2ccccc2F)CC1 do in these assays?
sdo1 growth: -0.98; Insulin prom inh: 35.5; sdo1 growth Rescue 24 h: -1.36

Results for CCOc1cc(C(c2c(C)[nH][nH]c2=O)c2c(C)[nH][nH]c2=O)ccc1O ?
sdo1 growth: -0.06; Insulin prom inh: 25.9; sdo1 growth Rescue 24 h: -0.6

Results for CCCS(=O)(=O)N1CCN(CCCc2ccccc2)CC1 ?
sdo1 growth: 1.16; Insulin prom inh: 9.1; sdo1 growth Rescue 24 h: 2.46

How did CN(C(=O)COc1ccccc1C(=O)NCCOc1ccccc1)c1ccccc1 do in these assays?
sdo1 growth: -0.53; Insulin prom inh: -37.5; sdo1 growth Rescue 24 h: -1.45

How did NS(=O)(=O)c1ccc(CCNC(=O)c2cc(-c3ccccc3)nc3ccccc23)cc1 do in these assays?
sdo1 growth: 1.27; sdo1 growth Rescue 24 h: 0.86

How did O=S(=O)(N1CCCCC1)N1CCN(c2ccc(F)cc2)CC1 do in these assays?
sdo1 growth: -0.04; Insulin prom inh: -43.2; sdo1 growth Rescue 24 h: 0.23

Results for O=S(=O)(NC1CC1)c1ccc(S(=O)(=O)N(Cc2ccccn2)C2CCCC2)cc1 ?
sdo1 growth: 0.66; Insulin prom inh: -65.2; sdo1 growth Rescue 24 h: 0.94

How did CCCCCCNC(=O)CC(NS(=O)(=O)c1ccc(OC)cc1)C(C)C (stereo not given) do in these assays?
sdo1 growth: -0.19; Insulin prom inh: 0.0; sdo1 growth Rescue 24 h: 1.13

How did O=C(Cc1cn2ccsc2n1)Nc1nc2c(s1)CN(Cc1ccccc1)CC2 do in these assays?
sdo1 growth: 0.27; sdo1 growth Rescue 24 h: -0.08

What do the screens show for `O=C(N/C(=C\c1cccs1)C(=O)N1CCCCCC1)c1ccccc1`?
sdo1 growth: -0.46; Insulin prom inh: 20.9; sdo1 growth Rescue 24 h: -0.69

What do the screens show for `CC(C)(C)NC(=O)NC(=O)COc1ccc(Br)cc1Br`?
sdo1 growth: -1.72; sdo1 growth Rescue 24 h: -0.9

Results for COc1cccc(-c2nnn(CC(=O)NC3CCCC3)n2)c1OC ?
sdo1 growth: 0.97; Insulin prom inh: -9.1; sdo1 growth Rescue 24 h: 0.9

What do the screens show for `NC(=O)c1cc(-c2ccccc2)sc1NC(=O)CN1CCCCC1`?
sdo1 growth: -1.02; sdo1 growth Rescue 24 h: -0.91

How did COc1ccc(OC)c(Nc2cc(C)nc3nc(C)nn23)c1 do in these assays?
sdo1 growth: 0.2; sdo1 growth Rescue 24 h: -0.31

How did Cc1ccccc1N1CCN(CCCOc2ccc3c(C)cc(=O)oc3c2)CC1 do in these assays?
sdo1 growth: 0.3; Insulin prom inh: -187.5; sdo1 growth Rescue 24 h: -0.35

What do the screens show for `Cc1cc(C)c(NC(=O)COC(=O)c2ccc([N+](=O)[O-])s2)c(C)c1`?
sdo1 growth: -0.55; Insulin prom inh: -38.5; sdo1 growth Rescue 24 h: 0.2

What do the screens show for `O=C(Cc1ccc(F)cc1)NC1CCCC1`?
sdo1 growth: -0.08; Insulin prom inh: -22.2; sdo1 growth Rescue 24 h: -0.82

Results for COc1cc2c(cc1OC)C(C1C(=O)CC(C)(C)CC1=O)N(C(=O)CCl)CC2 (stereo not given) ?
sdo1 growth: -0.01; Insulin prom inh: -29.6; sdo1 growth Rescue 24 h: -0.21

What do the screens show for `CCC(=O)N1CCCc2cc(S(=O)(=O)N3CCCc4ccccc43)ccc21`?
sdo1 growth: -2.32; Insulin prom inh: -337.5; sdo1 growth Rescue 24 h: -1.99

What do the screens show for `CCCCN(C)C(=O)c1nc2ccccn2c1CN1CCN(c2ccccn2)CC1`?
Insulin prom inh: 8.3

How did CCCCc1nn(-c2cc(Cl)ccc2OC)c2c1C(=O)CC(C)(C)C2 do in these assays?
sdo1 growth: -1.07; sdo1 growth Rescue 24 h: -1.29

How did O=C(NCC(=O)N(Cc1cccs1)C(C(=O)NC1CCCC1)c1cccnc1)c1ccco1 (stereo not given) do in these assays?
sdo1 growth: 0.66; Insulin prom inh: 30.8; sdo1 growth Rescue 24 h: 0.63

What do the screens show for `CCCOc1ccccc1NC(=O)CC1Nc2ccccc2NC1=O` (stereo not given)?
sdo1 growth: -0.01; Insulin prom inh: -25.4; sdo1 growth Rescue 24 h: -0.04

Results for CCCc1nnc(NC(=O)CNc2ccc(F)cc2)s1 ?
sdo1 growth: -0.4; Insulin prom inh: -7.1; sdo1 growth Rescue 24 h: 0.13

How did COc1ccc(-c2cc(C(=O)NN)[nH]n2)cc1OC do in these assays?
Insulin prom inh: -84.2

What do the screens show for `O=C(C1CCCO1)N1CCN(Cc2c(O)ccc3ccccc23)CC1` (stereo not given)?
sdo1 growth: 1.35; Insulin prom inh: 6.7; sdo1 growth Rescue 24 h: 1.29

What do the screens show for `CCOc1ccc(N(CC(=O)NC2CCCCC2)S(=O)(=O)c2c(C)noc2C)cc1`?
sdo1 growth: 0.5; sdo1 growth Rescue 24 h: 0.45

How did O=C(Nc1ccccc1)c1cnc[nH]1 do in these assays?
sdo1 growth: 0.3; Insulin prom inh: 22.6; sdo1 growth Rescue 24 h: -0.36

How did Cn1c2ccccc2c2cnn(CC(=O)O)c(=O)c21 do in these assays?
sdo1 growth: 1.44; Insulin prom inh: 50.0; sdo1 growth Rescue 24 h: 1.65

How did COc1ccc(CCNC(=O)Cc2cccs2)cc1 do in these assays?
sdo1 growth: 0.33; Insulin prom inh: 7.4; sdo1 growth Rescue 24 h: 0.08

Results for COc1ccc(CC(=O)N(Cc2cc3cc(OC)ccc3[nH]c2=O)C(C)C)cc1 ?
sdo1 growth: -0.39; Insulin prom inh: 27.3; sdo1 growth Rescue 24 h: -0.89

What do the screens show for `CCCCC(=O)Nc1cc(C(=O)NCCc2ccccc2)ccc1Cl`?
sdo1 growth: 0.74; sdo1 growth Rescue 24 h: 1.23

How did CCc1ccccc1NC(=O)c1cc(C2CC2)on1 do in these assays?
sdo1 growth: 0.82; sdo1 growth Rescue 24 h: 0.56

How did N#CC1=C(N)Oc2cc(O)ccc2C1c1cccnc1 (stereo not given) do in these assays?
Insulin prom inh: -38.9

What do the screens show for `Cc1nc(CS(=O)(=O)c2ccc(Cl)cc2)cc(Sc2ccc(Cl)cc2)n1`?
sdo1 growth: -2.14; Insulin prom inh: -10.7; sdo1 growth Rescue 24 h: -1.22

What do the screens show for `O=C(CCCN1C(=O)C2C3C=CC(C3)C2C1=O)N1CCN(c2ccccc2)CC1` (stereo not given)?
sdo1 growth: 1.12; Insulin prom inh: 18.2; sdo1 growth Rescue 24 h: 0.87

Results for CCc1cc2c(=O)c(-c3nc4ccccc4n3C)c(C)oc2c(CN2CCOCC2)c1O ?
sdo1 growth: -0.6; sdo1 growth Rescue 24 h: -0.23

What do the screens show for `CCOc1cc(/C=C/c2cc(C(=O)O)c3ccccc3n2)ccc1O`?
sdo1 growth: 1.24; Insulin prom inh: -3.6; sdo1 growth Rescue 24 h: 1.3

How did CCCCNC(=O)Nc1c(C(=O)OCC)[nH]c2ccccc12 do in these assays?
sdo1 growth: -1; Insulin prom inh: -10.7; sdo1 growth Rescue 24 h: -0.97

What do the screens show for `CCN(CC)c1ccc(/C=N/NC(=O)Cc2cccs2)c(O)c1`?
sdo1 growth: 0.82; Insulin prom inh: -18.8; sdo1 growth Rescue 24 h: 0.86

What do the screens show for `CN(CCc1ccccn1)C(=O)c1nn2c(C(F)(F)F)cc(-c3ccco3)nc2c1Cl`?
sdo1 growth: -0.34; sdo1 growth Rescue 24 h: -1.33

What do the screens show for `O=C(Nc1cccc(S(=O)(=O)NC2=NCCCCC2)c1)c1cc(-c2ccncc2)nc2ccccc12`?
Insulin prom inh: -40.0

How did COc1ccc(NC(=O)CCCn2c(=O)[nH]c3ccccc3c2=O)cc1 do in these assays?
sdo1 growth: 1.14; sdo1 growth Rescue 24 h: 0.21

Results for CCN(CC)CCNC(=O)CCCCCn1c(=O)[nH]c2cc(C(=O)OC)ccc2c1=O ?
sdo1 growth: 0.51; Insulin prom inh: 25.0; sdo1 growth Rescue 24 h: 0.53

How did CCCCN1C(=O)C2C(C(=O)Nc3cccc(OC)c3)C3C=CC2(O3)C1C(=O)NC1CCCCC1C (stereo not given) do in these assays?
sdo1 growth: 0.25; Insulin prom inh: -126.3; sdo1 growth Rescue 24 h: -0.01

How did CN(CC(=O)O)Cc1nc2ccccc2[nH]1 do in these assays?
sdo1 growth: 0.47; sdo1 growth Rescue 24 h: 0.29

What do the screens show for `CCCCn1c(CCC(=O)O)ccc1-c1cccs1`?
sdo1 growth: -0.13; sdo1 growth Rescue 24 h: -1.07

What do the screens show for `Cc1cccc(-n2ccnc2SCC(=O)Nc2nnc(C)s2)c1`?
sdo1 growth: -0.42; sdo1 growth Rescue 24 h: -0.9

What do the screens show for `COC(=O)Nc1c(-c2ccccc2)nc2ccc(C)cn12`?
sdo1 growth: 0.3; Insulin prom inh: -7.7; sdo1 growth Rescue 24 h: 0.32

How did CCC1CCc2c(sc3nc(SCC(=O)NCc4ccco4)n(-c4ccccc4)c(=O)c23)C1 (stereo not given) do in these assays?
sdo1 growth: -0.22; Insulin prom inh: 31.4; sdo1 growth Rescue 24 h: 1.53

What do the screens show for `C1CCN(c2nc3nonc3nc2N2CCCCC2)CC1`?
sdo1 growth: 0.33; Insulin prom inh: 0.0; sdo1 growth Rescue 24 h: -0.4

How did Cc1cc(N(CN2CCCC2=O)C(=O)c2ccc(F)cc2)no1 do in these assays?
sdo1 growth: -0.01; sdo1 growth Rescue 24 h: -0.24

How did CCOC(=O)C1CCN(C(c2cccnc2)c2c(NC(=O)c3ccco3)sc(C)c2C)CC1 (stereo not given) do in these assays?
sdo1 growth: -1.33; Insulin prom inh: 28.6; sdo1 growth Rescue 24 h: -1.27

Results for COc1cc(OC)cc(C(=O)N2CCN(C(=O)c3ccc(-c4ccccc4)cc3)CC2)c1 ?
Insulin prom inh: 33.3

Grouped by structure, those above with two or more sulfur atoms (5)
Results for O=S(=O)(NC1CC1)c1ccc(S(=O)(=O)N(Cc2ccccn2)C2CCCC2)cc1 ?
sdo1 growth: 0.66; Insulin prom inh: -65.2; sdo1 growth Rescue 24 h: 0.94

How did O=C(Cc1cn2ccsc2n1)Nc1nc2c(s1)CN(Cc1ccccc1)CC2 do in these assays?
sdo1 growth: 0.27; sdo1 growth Rescue 24 h: -0.08

What do the screens show for `Cc1nc(CS(=O)(=O)c2ccc(Cl)cc2)cc(Sc2ccc(Cl)cc2)n1`?
sdo1 growth: -2.14; Insulin prom inh: -10.7; sdo1 growth Rescue 24 h: -1.22

What do the screens show for `Cc1cccc(-n2ccnc2SCC(=O)Nc2nnc(C)s2)c1`?
sdo1 growth: -0.42; sdo1 growth Rescue 24 h: -0.9

How did CCC1CCc2c(sc3nc(SCC(=O)NCc4ccco4)n(-c4ccccc4)c(=O)c23)C1 (stereo not given) do in these assays?
sdo1 growth: -0.22; Insulin prom inh: 31.4; sdo1 growth Rescue 24 h: 1.53

The list goes on:
Results for Cc1cc(C)cc(C(=O)N(NC(=O)Nc2ccc(Cl)cc2)C(C)(C)C)c1 ?
sdo1 growth: 1.77; sdo1 growth Rescue 24 h: 1.39

Results for CC(C)=CC(=O)Nc1nnc(C(C)C)s1 ?
sdo1 growth: 0.92; Insulin prom inh: 14.3; sdo1 growth Rescue 24 h: 0.72

Results for CCN(CC#CCC(O)(c1ccccc1)c1ccccc1)C(C)C ?
sdo1 growth: 0.08; sdo1 growth Rescue 24 h: -0.32

Results for CCC(=O)NC(Nc1nc(C)cs1)(C(=O)OC)C(F)(F)F (stereo not given) ?
sdo1 growth: 1.07; Insulin prom inh: -21.4; sdo1 growth Rescue 24 h: 0.4

What do the screens show for `O=C1NC(c2ccccc2)=NC1(Nc1ccccn1)C(F)(F)F` (stereo not given)?
sdo1 growth: 1.12; Insulin prom inh: -18.8; sdo1 growth Rescue 24 h: 1.29

How did C=CCOC(=O)C1C(=O)CC(C)(O)C(C(=O)OCC=C)C1c1ccc(OC)cc1 (stereo not given) do in these assays?
sdo1 growth: -0.63; Insulin prom inh: 42.9; sdo1 growth Rescue 24 h: -1.65

What do the screens show for `COc1ccc(N(CC(O)Cn2cnc3ccccc32)S(=O)(=O)c2ccc(C)cc2)cc1` (stereo not given)?
sdo1 growth: -0.58; Insulin prom inh: -38.5; sdo1 growth Rescue 24 h: -0.73

What do the screens show for `COc1cccc(-c2ccc(C#N)c(SCC(=O)NCCc3cccc(Cl)c3)n2)c1`?
sdo1 growth: 0.25; Insulin prom inh: -13.3; sdo1 growth Rescue 24 h: 1.25

Bioassay records deposited in PubChem BioAssay by several laboratories.
